ERK AVP block: vasopressin-driven ERK pathway inhibition. HEK293-V1b, vasopressin-stimulated pERK AlphaScreen. Potency, µM (highest dose often 57.5 µM), inactives show at the top dose activity, negative = inhibition, most hits filed as inhibitors. 0.99% of 72,000 active; further: potency means the concentration at half of the fitted maximal effect; on the % scale 0 is the no-effect control and ±100 the full control effect; nearly all actives have a fitted effect of over 55% in size
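V1b-HEK293 cells; cpd 30 min 37C; 25 nM vasopressin 5 min; lyse 10 min; AlphaScreen beads 5 hr RT. Normalized to DMSO basal and 25 nM vasopressin; AC50 by Hill fit.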
CRE Fsk mod: alters forskolin-stimulated CRE reporter signaling in CHO cells; 2.5% of 71,000 active; Potency, µM (top dose mostly 38.2 µM), inactives show at the top dose activity change, negative = inhibition, hits mostly activators; CHO CRE-bla reporter (cAMP response element driving beta-lactamase), forskolin EC10, beta-lactamase ratio; active means well fitted activation curve with a large enough effect in the signal ratio, with a control signal flat, not every such curve was filed as active; inconclusive means small, poorly fitted or top-dose-only effect, or effect the other way, or a change in a side signal; the % refers to the signal ratio; further: potency means the concentration at half of the fitted maximal effect; % of control where 0% means no effect
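Reporter-gene assay: CHO cells with beta-lactamase behind cAMP responsive elements, co-treated with compound and EC10 NKH 477 for 3 hours at 37 degrees Celsius. Activity came from the 460/530 nm CCF4 emission ratio.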
Casp1 inh: allosteric or competitive inhibitors of human caspase-1; Potency, µM (titrated, usually from 57.5 µM), for the others: at the top dose activity change, negative = inhibition, hits mostly inhibitors; 0.03% of 75,000 active; Caspase-1 enzyme, Ac-WEHD-AFC fluorogenic rate; P29466;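 further: potency means the concentration at half of the fitted maximal effect; plate controls were vehicle for no effect and no substrate for full effect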
BRCT PPI green: blocks human BRCA1 BRCT binding to phosphopeptide, green readout | BRCA1 BRCT-phosphopeptide binding, green fluorescence polarization | Potency, µM (doses to about 76.9 µM), inactives show at the highest dose activity change, negative = inhibition, usual class: inhibitors | 0.05% of 75,000 active;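 further: potency means the concentration at half of the fitted maximal effect; plate controls were peptide without protein for full effect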
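Compounds were incubated for 12 min at room temperature with a complex of 100 nM fluorescein-tagged pBACH1 decapeptide and 250 nM His-tagged BRCT protein. Buffer was phosphate pH 7.3 with EDTA, DTT and Tween 20. Disruption of binding lowers the polarization signal.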
BRCT inh red: disrupts BRCA1 BRCT binding to phosphoprotein, red fluorophore readout; P38398; Potency, µM (titrated, usually from 76.9 µM), inactives show at the top dose activity change, negative = inhibition, actives largely listed as inhibitors; 0.03% of 75,000 active; BRCT-phosphopeptide binding, red fluorescence polarization; further: on the % scale 0 is the no-effect control and ±100 the full control effect
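Rhodamine-labelled pBACH1 10-mer (100 nM) bound to BRCT domain (100 nM) at pH 7.3; compounds incubated 12 min room temperature, polarization read. Free peptide defines full inhibition; unlabelled decapeptide titrated as control.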
Casp7 inh: blocks human caspase-7 allosterically or competitively; P55210; Potency, µM (top dose mostly 57.5 µM), for inactives: top-dose activity change, negative = inhibition, actives largely listed as inhibitors; recombinant caspase-7, Ac-DEVD-AFC fluorescence rate; 0.02% of 75,000 active; active means well fitted inhibition curve with a large enough effect in the main read-out, with a control signal flat, not every such curve was filed as active; inconclusive means small, poorly fitted or top-dose-only effect, or a change in a side signal; further: potency means the concentration at half of the fitted maximal effect; % of control where 0% means no effect
FLuc inh: blocks Photinus pyralis firefly luciferase activity | 2.2% of 72,000 active | Potency, µM (titrated, usually from 57.1 µM), for inactives: top-dose activity change, negative = inhibition, hits mostly inhibitors | purified firefly luciferase, luminescence, 8 min | AID 411; further: potency means the concentration at half of the fitted maximal effect; on the % scale 0 is the no-effect control and ±100 the full control effect; nearly all actives have a fitted effect of over 40% in size
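Compounds were tested as concentration series (qHTS) against purified P. pyralis luciferase with luciferin and 10 uM ATP in 50 mM imidazole pH 7.2, 50 mM KCl, 7 mM MgCl2, 0.01% Tween 20, 0.05% BSA. Luminescence was read after 8 min at ambient temperature.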
USP2a inh: inhibitors of human ubiquitin-specific protease USP2a | AID 927 | USP2a enzymatic assay, qHTS inhibition | O75604 | Potency, µM (highest dose often 38.3 µM), inactives show at the top dose activity change, negative = inhibition, usual class: inhibitors | 0.1% of 60,000 active;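 further: potency means the concentration at half of the fitted maximal effect; nearly all actives have a fitted effect of over 60% in size; plate controls were DMSO for no effect and NEM full inhibition control for full effect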
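Coupled readout: USP2-cleaved Ub-PLA2 (20nM final) turns over NBD C6-HPC (20uM final), Ex 460nm/Em 535nm after 2.5 h, time-zero read flagging artifacts. Enzyme (20nM final, pH 8.0 Tris) given 30 min RT with compound first; NEM defines full inhibition.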
HEK293 cAMP cs: counter-screen for TSHR agonists: cAMP increase in parental HEK293 | 2.5% of 73,000 active | parental HEK293 CNG cAMP sensor, membrane potential fluorescence | Potency, µM (titrated, usually from 57.1 µM), for inactives: top-dose activation, most hits filed as activators; further: potency means the concentration at half of the fitted maximal effect; % of control where 0% means no effect; nearly all actives have a fitted effect of over 55% in size
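Parental HEK 293 cells stably expressing a modified CNG channel (no TSHR) report cAMP rise as membrane depolarization. Membrane potential dye with 100 uM RO 20-1724 was loaded for 60 min at room temperature, then compound added for 30 min; fluorescence read at 590 nm.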
A350 fluor: compound fluoresces in the Alexa 350 spectral region; Compound autofluorescence, 340/450 nm, Alexa 350 dye-equivalents; hits give high values; max dye-equivalent concentration, M; 11% of 59,000 active; AID 590; in the data active means max dye-equivalent concentration above about 10 nM; inconclusive means mostly about 1.1 nM to 9.6 nM
Tau filament bind: tau filament binding; 2% of 71,000 active; P10636; recombinant tau filaments, thioflavin S fluorescence, 15 h; filaments grown with octadecylsulfate alongside compound; Potency, µM (top dose mostly 57.1 µM), inactives show at the top dose activity change, negative = inhibition; AID 596;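 further: potency means the concentration at half of the fitted maximal effect; on the % scale 0 is the no-effect control and ±100 the full control effect; actives lower thioflavin S fluorescence by blocking filaments or displacing dye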
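ThS-based fibril read: tau 1 uM final, inducer ODS 30 uM final, 37 C for 15 h, ex 450/em 510 nm.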
Starred values were filed as active, the others as inactive; i = inactive; ? = inconclusive; · = not tested or not shown; [ ] = dose if it differs, or a comment. Unless noted, the call rests on the fitted dose curve; in most records, active means well fitted curve in the direction sought with a large enough effect; inconclusive means small, poorly fitted or top-dose-only effect, or another doubt; inactive means no such curve, though single readings can be large; an effect the other way counts as inactive or inconclusive.

| mol | ERK AVP block | CRE Fsk mod | Casp1 inh | BRCT PPI green | BRCT inh red | Casp7 inh | FLuc inh | USP2a inh | HEK293 cAMP cs | A350 fluor | Tau filament bind |
| --- | --- | --- | --- | --- | --- | --- | --- | --- | --- | --- | --- |
| COc1ccc(C2CC(O)(C(C)(C)O)NO2)cc1 (stereo unspecified) | -4% | -5% | 0% | -0.2% | 0.2% | 2% | -1% | 29% | 14% | ? | 8% |
| COC(=O)c1ccccc1NC(=O)N1CCN(C/C=C/c2ccccc2)CC1 | -6% | 3% | 1% | -1.7% | -2.6% | -1% | 2% | 8% | 27% | i | -29% |
| CCn1c(COc2ccccc2C)nnc1SCC(=O)CC(=O)Nc1ccccc1 | ? | ? | -5% | 0.3% | -1.8% | -6% | 2% | 36%[activator] | 6% | i | -17% |
| CC1=C(C(=O)OCc2ccccc2)C(c2ccc(C3CCCCC3)cc2)NC(=O)N1CCCCCC(=O)O (stereo unspecified) | 12% | ? | -7% | -0.8% | -0.4% | -19% | · | · | 32µM* | · | 3% |
| OCCN1CCN(c2ncnc3ccc(Br)cc23)CC1 | -18% | -18% | 0% | 2.1% | -2.1% | -1% | 4% | · | 1% | · | -1% |
| COCCNC(=O)CN1C(=O)COc2ccc(Cl)cc21 | -3% | -2% | 0% | -1.0% | 0.5% | -2% | 2% | · | 12% | · | -9% |
| COc1ccccc1CN1CCC2(CC1)CCN(C(=O)c1csnn1)CC2 | -3% | -6% | 1% | -1.4% | 0.8% | -1% | 1%[11.4 µM] | 32%[activator] | 5% | 2.7e-08M* | 5% |
| O=C(Cc1cccs1)NCc1cccs1 | -7% | -1% | 0% | -1.8% | -1.2% | -2% | 1% | -4% | 6% | i | -7% |
| CCC(Sc1nc(=O)cc(N)n1-c1ccccc1)C(=O)Nc1cc(C)on1 (stereo unspecified) | 5% | ? | 0% | -0.7% | -0.1% | -1% | 2% | 11%[7.66 µM] | 17%[11.4 µM] | · | -13%[11.4 µM] |
| COCCn1c(C(=O)N(C)C)cc2c1C[C@H]1CN(C(=O)c3ccccc3)[C@@](Cc3ccc(F)cc3)(C(=O)OC)[C@@H]21 | 4% | -5% | 1% | 0.5% | -1.2% | -2% | · | · | 16µM* | · | 5% |
| CCCCn1c(=O)c(C(=O)OCC)c(O)c2ccccc21 | 12% | -11% | 1% | 0.5% | 0.3% | 1% | -2% | · | 19% | i | -5% |
| Cc1nn(C(=O)c2cccnc2)c(C)c1C | 1% | -2% | 0% | -1.0% | -0.6% | -2% | 2% | -3% | 6.3µM* | i | 11% |
| COC(=O)c1cn(C(=O)OC)c2ccccc12 | -13% | ? | -5% | -1.4% | -0.1% | 1% | 2% | 8% | 7% | i | 0% |
| Cc1nnc(NC(=O)Nc2cccc(Cl)c2)s1 | 14% | -10% | -3% | -3.0% | -0.3% | 0% | -30% | 9% | 2% | i | 6% |
| COc1ccc(-n2c(Cc3cc(=O)[nH]c(=O)[nH]3)nnc2SCc2ccccc2)cc1 | -12% | -9% | 2% | 0.4% | 0.7% | -4% | 2% | · | 7% | · | 3% |
| Cc1ccc(C)n1NC(=O)c1ccccc1Cl | -12% | -20% | -1% | 1.1% | -0.4% | 0% | -2% | 9% | 9% | i | -3% |
| CC(C)(Oc1ccc(-c2cccc3ccccc23)cc1)C(=O)O | -3%[11.5 µM] | -13%[7.6 µM] | -4%[11.5 µM] | 0.3%[15.4 µM] | 0.4%[15.4 µM] | -23%[11.5 µM] | 2%[11.4 µM] | · | 18%[11.4 µM] | i | 7%[11.4 µM] |
| COC(=O)c1sc(NC(=O)c2ccoc2C)nc1C | -27% | 19% | 3% | -2.3% | 0.6% | 1% | -8% | 13% | 7% | i | -5% |
| CN(C)c1ccc(P(=O)(OCc2ccccc2)C(O)c2cccnc2)cc1 (stereo unspecified) | 24% | ? | 2% | -0.6% | -2.4% | 0% | 4% | 3% | 6% | i | 2% |
| COc1ccc(NC(=O)C2CC(=O)N(c3cccc(C)c3C)C2)cc1 (stereo unspecified) | 19% | -8% | 2% | 1.9% | 0.7% | -1% | -3% | 3% | -7% | i | -16% |

2 entries from above, set out differently:
molecule: COc1ccc(-n2c(Cc3cc(=O)[nH]c(=O)[nH]3)nnc2SCc2ccccc2)cc1
  ERK AVP block = -12% | CRE Fsk mod = -9% | Casp1 inh = 2% | BRCT PPI green = 0.4% | BRCT inh red = 0.7% | Casp7 inh = -4% | FLuc inh = 2% | USP2a inh = · | HEK293 cAMP cs = 7% | A350 fluor = · | Tau filament bind = 3%
molecule: Cc1ccc(C)n1NC(=O)c1ccccc1Cl
  ERK AVP block = -12% | CRE Fsk mod = -20% | Casp1 inh = -1% | BRCT PPI green = 1.1% | BRCT inh red = -0.4% | Casp7 inh = 0% | FLuc inh = -2% | USP2a inh = 9% | HEK293 cAMP cs = 9% | A350 fluor = i | Tau filament bind = -3%

Remaining list, next part.
| mol | ERK AVP block | CRE Fsk mod | Casp1 inh | BRCT PPI green | BRCT inh red | Casp7 inh | FLuc inh | USP2a inh | HEK293 cAMP cs | A350 fluor | Tau filament bind |
| --- | --- | --- | --- | --- | --- | --- | --- | --- | --- | --- | --- |
| COc1ccc(OCC(O)Cn2c(Br)nc3c2c(=O)[nH]c(=O)n3C)cc1 (stereo unspecified) | 4% | ? | -10% | -0.6% | 0.9% | -13% | -1% | -14% | -5% | 7.8e-08M* | 5% |
| CC1(C)CC[C@]2(C(=O)O)CC[C@@]3(C)C(=CCC4[C@@]5(C)CCC(O)[C@@](C)(CO)C5CC[C@@]43C)C2C1 (stereo partly specified) | -2% | · | -2% | 0.5% | 1.6% | -2% | · | 54%[activator] | · | · | · |
| O=C(CN1C(=O)COc2ccccc21)N1CCN(c2ccccc2F)CC1 | 23% | ? | 2% | -1.2% | -0.3% | 1% | 2% | 5% | 15% | i | 9% |
| CCN(CC)S(=O)(=O)c1ccccc1/C=N\O | 2% | -9% | 0% | -1.7% | -2.0% | 0% | 3% | -2% | -2% | 1.9e-08M* | -4% |
| CCCCOc1ccc(CN2CCC(O)CC2)cc1 | 2% | 1% | -3% | 0.4% | -1.4% | 2% | -22% | -6% | 19% | · | -10% |
| COCCn1c(=O)[nH]c2cc(C(=O)NCC3CCCO3)ccc2c1=O (stereo unspecified) | 15% | -4% | 0% | 0.7% | 1.1% | 2% | -2% | -1% | 10% | 3.1e-08M* | 7% |
| Cc1ccccc1-c1nc(-n2ccnc2)c2ccccc2n1 | -22% | 9% | 0% | 1.9% | -0.7% | 2% | 0%[2.29 µM] | ? | 12% | i | 8% |
| Cc1onc(-c2c(F)cccc2Cl)c1C(=O)Nc1nnc(C2CC2)s1 | 9% | ? | 2% | -0.7% | 0.4% | -2% | 0% | 14% | -5% | i | -8% |
| CCOC(=O)CSc1n[nH]c(-c2ccco2)n1 | -5% | -3% | -2% | -2.0% | 0.1% | 0% | 1% | · | 0% | · | -1% |
| O=C(NCc1ccccc1Cl)C1CCCN(S(=O)(=O)c2cnc[nH]2)C1 (stereo unspecified) | -6% | -8% | -4% | -0.8% | 0.6% | 0% | -5% | · | 5% | · | -6% |
| O=C(O)c1ccc(NS(=O)(=O)c2cc(C(=O)O)ccc2Br)cc1 | · | · | -4% | -0.6% | 0.7% | 0% | · | · | -2% | · | · |
| O=CN[C@@H](Cc1cnc[nH]1)C(=O)O | -8%[11.5 µM] | 11%[7.6 µM] | 6%[11.5 µM] | -1.8%[15.4 µM] | -1.2%[15.4 µM] | 0%[11.5 µM] | 0%[11.4 µM] | · | 5%[11.4 µM] | i | -11%[11.4 µM] |
| C=CCOC(=O)C(C(C)=O)C(NC(=O)OC)c1ccccc1 (stereo unspecified) | 30%[11.5 µM] | · | -2%[11.5 µM] | 2.2%[15.4 µM] | 1.4%[15.4 µM] | 2%[11.5 µM] | · | · | 4%[11.4 µM] | · | · |
| COc1cccc(-c2nnc(SCC(=O)Nc3ccc(OC)c(OC)c3)n2N)c1 | -29% | -2% | -6% | -0.8% | 0.3% | -4% | 0% | 4% | ? | 9.8e-08M* | 0% |
| CCc1cc2c(=O)c(Oc3ccccc3)c(C)oc2cc1O | ? | 11% | ? | -2.5% | 0.9% | ? | 2% | -2% | 13% | · | 70% |
| O=C(CSc1nc2ccccc2o1)N1CCN(c2ccccc2)CC1 | -14% | -10% | 1% | -1.5% | -0.4% | 0% | 3% | 3% | ? | i | 34% |
| Cc1c(O)c(O)cc2c1oc1c3ccccc3oc(=O)c21 | -11% | · | -3% | -0.6% | 0.4% | -21% | · | · | · | · | · |

An excerpt from above with just BRCT inh red.
Structure,BRCT inh red
C=CCOC(=O)C(C(C)=O)C(NC(=O)OC)c1ccccc1 (stereo unspecified),1.4%[15.4 µM]
Cc1c(O)c(O)cc2c1oc1c3ccccc3oc(=O)c21,0.4%
CCCCOc1ccc(CN2CCC(O)CC2)cc1,-1.4%
O=C(O)c1ccc(NS(=O)(=O)c2cc(C(=O)O)ccc2Br)cc1,0.7%

Compounds as they come. Share with any hit: about 16%.
